APE1 inh: qHTS Assay for Inhibitors of the Human Apurinic/apyrimidinic Endonuclease 1 (APE1); recombinant APE1, TAMRA/BHQ-2 abasic DNA cleavage fluorescence; Potency, µM (highest dose often 65.8 µM), without a hit: top-dose activity change, negative = inhibition, hits mostly inhibitors; 350,000 tested, 0.35% active; AID 2517, 2012;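 also: potency is read from the fitted curve at half-maximal effect; plate controls were vehicle for no effect and reference inhibitor for full effect; nearly all actives have a fitted effect of over 55% in size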
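APE1 at 0.75 nM preincubated 15 min at room temperature with compound. Reaction then started with 50 nM double-stranded THF-abasic substrate labelled with TAMRA/BHQ-2, and 525/598 nm fluorescence read kinetically. Activity taken as third-minus-first read difference, normalized to DMSO and NSC13755 controls.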
POLH inh: qHTS for Inhibitors of Polymerase Eta | 390,000 tested, 1.2% active | DNA polymerase eta (Homo sapiens), Q9Y253 | Potency, µM (doses to about 114 µM), without a hit: at the highest dose activity change, negative = inhibition, hits mostly inhibitors | recombinant Pol eta, fluorescent DNA replication assay; also: potency is read from the fitted curve at half-maximal effect; % is scaled to controls: 0 for no effect and ±100 for the full control effect
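Fluorescent replication assay: 50 nM final substrate added after a 15 min room-temperature compound preincubation with 10 nM enzyme. Signal taken at 0 min and again at 10 min.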
RXFP1 antag: qHTS Assay for Antagonists of the Relaxin Receptor RXFP1 | HEK293-RXFP1, relaxin-stimulated cAMP HTRF, 30 min; active compounds read low | AID 1259400, 2018 | Relaxin receptor 1 (Homo sapiens), Q9HBX9 | 350,000 tested, 0.59% active | activity change, negative = inhibition, % at 57.5 µM;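 active = activity change of -60% or lower, but not beyond a set lower limit; inconclusive = change between -60% and -40%, or beyond the set limit; inactive = change above -40%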; also: % is scaled to controls: 0 for no effect and ±100 for the full control effect
POLI inh: qHTS for Inhibitors of Polymerase Iota | DNA polymerase iota (Homo sapiens), Q9UNA4 | Pol iota fluorescent replication assay, 10 min | Potency, µM (doses to about 115 µM), inactives show at the top dose activity, negative = inhibition, hits mostly inhibitors | 390,000 tested, 1% active; also: potency is read from the fitted curve at half-maximal effect
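Fluorescent replication assay read twice, at 0 min and 10 min after adding 50 nM (final) substrate. Enzyme (10 nM) and compounds were first incubated 15 min at room temperature; enzyme-free buffer wells were negative controls.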
POLB inh: qHTS Assay for Inhibitors of DNA Polymerase Beta. 340,000 tested, 1.3% active. Potency, µM (top dose mostly 114 µM), without a hit: top-dose activity change, negative = inhibition, actives largely listed as inhibitors. AID 485314, 2010. Pol beta primer extension/strand displacement, fluorescence kinetic. P06746; also: potency is read from the fitted curve at half-maximal effect; % is scaled to controls: 0 for no effect and ±100 for the full control effect
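Human Pol beta at 10 nM; strand-displacement substrate 50 nM final. Compound exposure 15 min at room temperature before start, reaction 10 min at room temperature.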
Tb PGK inh: qHTS Assay to Find Inhibitors of Phosphoglycerate Kinase; Phosphoglycerate kinase, glycosomal (Trypanosoma brucei brucei), P07378; PGK/GAPDH coupled, Kinase-Glo luminescence, 60 min; Potency, µM (titrated, usually from 57.5 µM), for inactives: at the highest dose activity change, negative = inhibition, hits mostly inhibitors; 380,000 tested, 0.043% active; also: potency is read from the fitted curve at half-maximal effect; % is scaled to controls: 0 for no effect and ±100 for the full control effect; nearly all actives have a fitted effect of over 60% in size
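Luminescent ATP detection (Kinase-Glo Plus) follows a 60-minute room-temperature incubation, with wells lacking PGK as controls. Buffer: 100 mM TEA (pH 7.6), 5 mM MgCl2, 0.01% Tween-20. Coupling enzyme GAPDH (100 nM final) supplies unstable 1,3-BPG in-well.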
Anesthetic bind: qHTS Assay for Identification of Novel General Anesthetics; Ferritin light chain (Equus caballus), P02791; apoferritin/1-aminoanthracene competitive binding, fluorescence; Potency, µM (highest dose often 77.5 µM), for inactives: top-dose activity change, negative = displacement, actives largely listed as inhibitors; 350,000 tested, 0.074% active; AID 485281, 2010; also: potency is read from the fitted curve at half-maximal effect; % is scaled to controls: 0 for no effect and ±100 for the full control effect; nearly all actives have a fitted effect of over 20% in size
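Steps: apoferritin (10 uM) was premixed with half-saturated 1-AMA in PBS, compounds were pin-transferred, plates stood 10 min at room temperature, fluorescence was read at 380/535 nm, and curves were fitted with a Hill equation.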
BLM helicase inh: qHTS Assay for Inhibitors of Bloom's syndrome helicase (BLM) | recombinant BLM DNA unwinding, fluorescence dequenching | Potency, µM (top dose mostly 56.1 µM), for inactives: at the highest dose activity change, negative = inhibition, hits mostly inhibitors | 350,000 tested, 0.2% active;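 also: potency is read from the fitted curve at half-maximal effect; plate controls were vehicle for no effect and no enzyme for full effect; nearly all actives have a fitted effect of over 35% in size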
Target sequence (P54132 whole entry, looked up): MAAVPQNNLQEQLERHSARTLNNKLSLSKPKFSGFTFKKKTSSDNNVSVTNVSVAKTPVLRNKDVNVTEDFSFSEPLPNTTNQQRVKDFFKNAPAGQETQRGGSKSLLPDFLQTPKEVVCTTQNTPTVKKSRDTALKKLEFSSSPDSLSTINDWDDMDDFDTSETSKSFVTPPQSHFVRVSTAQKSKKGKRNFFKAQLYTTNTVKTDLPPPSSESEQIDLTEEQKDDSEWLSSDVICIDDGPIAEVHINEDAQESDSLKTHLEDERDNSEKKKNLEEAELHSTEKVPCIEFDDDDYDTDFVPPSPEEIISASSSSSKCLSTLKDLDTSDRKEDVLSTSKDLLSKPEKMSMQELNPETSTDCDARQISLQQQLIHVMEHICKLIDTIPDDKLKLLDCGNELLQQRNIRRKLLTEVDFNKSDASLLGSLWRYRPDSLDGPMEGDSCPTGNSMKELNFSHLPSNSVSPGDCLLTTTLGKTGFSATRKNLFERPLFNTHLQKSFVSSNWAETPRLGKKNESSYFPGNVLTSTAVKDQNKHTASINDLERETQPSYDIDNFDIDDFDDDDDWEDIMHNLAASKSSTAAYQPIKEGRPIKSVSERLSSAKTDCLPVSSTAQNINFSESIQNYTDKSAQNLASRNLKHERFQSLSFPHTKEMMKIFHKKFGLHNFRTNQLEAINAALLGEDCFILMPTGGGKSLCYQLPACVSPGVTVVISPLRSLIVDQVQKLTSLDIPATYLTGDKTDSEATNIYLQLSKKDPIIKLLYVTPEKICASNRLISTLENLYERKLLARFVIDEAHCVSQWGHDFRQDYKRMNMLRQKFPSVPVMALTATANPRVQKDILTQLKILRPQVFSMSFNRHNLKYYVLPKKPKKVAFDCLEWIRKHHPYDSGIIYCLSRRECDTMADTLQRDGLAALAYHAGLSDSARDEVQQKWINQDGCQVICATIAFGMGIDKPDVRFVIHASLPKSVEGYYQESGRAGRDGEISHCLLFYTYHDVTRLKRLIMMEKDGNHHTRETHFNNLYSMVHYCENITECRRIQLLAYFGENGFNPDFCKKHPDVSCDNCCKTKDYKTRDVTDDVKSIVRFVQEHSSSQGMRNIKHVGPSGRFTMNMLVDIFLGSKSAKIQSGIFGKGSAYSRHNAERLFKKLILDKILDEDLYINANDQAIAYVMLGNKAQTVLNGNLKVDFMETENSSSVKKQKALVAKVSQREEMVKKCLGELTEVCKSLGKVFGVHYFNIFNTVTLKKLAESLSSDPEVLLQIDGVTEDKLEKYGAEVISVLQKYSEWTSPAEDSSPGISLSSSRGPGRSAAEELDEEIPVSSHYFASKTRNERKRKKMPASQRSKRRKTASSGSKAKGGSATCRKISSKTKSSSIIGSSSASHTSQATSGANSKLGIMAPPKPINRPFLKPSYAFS
POLK inh: qHTS for Inhibitors of Polymerase Kappa; DNA polymerase kappa (Homo sapiens), Q9UBT6; purified Pol kappa, fluorescent DNA synthesis assay, 10 min; Potency, µM (series often up to 107 µM), inactives show top-dose activity, negative = inhibition, hits mostly inhibitors; 400,000 tested, 0.53% active; AID 588579, 2011; also: potency is read from the fitted curve at half-maximal effect; % is scaled to controls: 0 for no effect and ±100 for the full control effect
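10 nM Pol kappa preincubated 15 min at room temperature with compounds, then reaction started with substrate at 50 nM final. Fluorescence read kinetically at 0 and 10 min; buffer-only wells served as negative control.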
Numbers without * were called inactive; i = inactive; ? = inconclusive; / = no result given; [ ] = remark or other dose. Unless noted, calls follow the shape of the dose curve; as a rule, active = well fitted curve in the direction sought with a large enough effect; inconclusive = small, poorly fitted or top-dose-only effect, or another doubt; inactive = no such curve, though single readings can be large; an effect the other way counts as inactive or inconclusive. An excerpt. The share of hits here may be higher or lower than overall.

SMILES,APE1 inh,POLH inh,RXFP1 antag,POLI inh,POLB inh,Tb PGK inh,Anesthetic bind,BLM helicase inh,POLK inh
Cc1nn(-c2cccc(C(=O)O)c2)c(C)c1[N+](=O)[O-],-7%,-4%,4,29%,-2%,-11%,-1%,-3%,-7%
O=C(c1ccco1)N1CCN(C(=O)C2Cc3ccccc3CN2S(=O)(=O)c2ccc(F)cc2)CC1 (stereo not given),-1%,-9%,-11,-8%,2%,-2%,-20%,-3%,2%
O=C(CN1C(=O)c2cccc3cccc1c23)N1CCc2ccccc2C1,7%,4%,4,?,0%,-2%,4%,-4%,-9%
COc1ccccc1N(CC(=O)N/N=C/c1ccc(C(=O)O)cc1)S(=O)(=O)c1ccc(C)cc1,-1%,-13%,9,29%,0%,-12%,4%,0%,-3%
COc1ccc(/C=C/C(=O)NC(=S)Nc2ccccn2)cc1,-2%,-18%,6,9%,44%,/,-2%,-4%,-4%
COc1cccc(C2NC(=O)CCC2[N+](=O)[O-])c1 (stereo not given),7%,5%,-3,24%,11%,8%,-3%,-2%,-20%
CCCNC(=O)C(Cc1ccccc1C)NC(=O)c1ccc(C(F)(F)F)cc1 (stereo not given),15%,-13%,/,8%,/,3%,/,/,6%
C[C@H]1CN([C@@H](C)CO)C(=O)c2cc(NC(=O)c3ccncc3)ccc2O[C@H]1CN(C)Cc1ccc(C(=O)O)cc1,8%,-12%,/,1%,/,-2%,/,/,-11%
Cc1nn(C)c2c1c(-c1ccccc1)cc(=O)n2Cc1ccc(Br)cc1F,/,-7%,-7,-8%,?,-5%,6%,-5%,5%
COC(=O)c1cc2sc(C)cc2n1Cc1nc(-c2ccc(C)cc2)oc1C,/,/,18,20%,-6%,/,1%,-7%,-10%
CC(C)CC(NS(=O)(=O)c1ccccc1)C(=O)O (stereo not given),-2%,-7%,10,14%,14%,-4%,-9%,-12%,-3%
CN(Cc1ccccc1)C(=O)c1[nH]cnc1C(=O)NCC(=O)OC(C)(C)C,-14%,4%,/,38%,61%,-6%,-12%,-1%,3%
NC[C@H]1O[C@H](O[C@H]2[C@H](O)[C@@H](O[C@H]3O[C@H](CO)[C@@H](O)[C@H](N)[C@H]3O)[C@H](N)C[C@@H]2N)[C@H](N)C[C@@H]1O,10%[21 µM],1%,/,10%,5%,i,28%,-9%,-8%
CC(NC(=S)NC1CCC(C(C)(C)C)CC1)c1ccccc1 (stereo not given),17%,-25%,-10,22%,-24%,-5%,?,-9%,1%
CCOC(=O)C1CN(S(C)(=O)=O)c2cc(CC(=O)OC)ccc2O1 (stereo not given),14%,-24%,-3,86%[activator],0%,5%,-4%,2%,-8%
COCCNC(=O)C(c1ccc(C)o1)N(CC1CCCO1)C(=O)Cn1nnc2ccccc21 (stereo not given),-4%,-5%,-3,8%,-2%,3%,-9%,-1%,-1%
COC(=O)C1=C(C(=O)OC)[C@@H]2N(C)c3ccc(OC)cc3[C@@]23C[C@@H](C(=O)OC)N(C(=O)COCc2ccccc2)C3=N1,-2%[12.4 µM],-18%,/,-4%,/,-7%,/,3%[12.4 µM],-4%
O=C(Cn1cc([N+](=O)[O-])ccc1=O)NCc1ccc(Cl)cc1Cl,7%,-18%,3,22%,28%,8%,-7%,-13%,-7%
NC(=O)c1c(NC(=O)C2CC=CCC2C(=O)O)sc2c1CCCCC2 (stereo not given),0%,56µM*,-1,-11%,20µM*,?,-10%,-3%,-36%
COc1ccc(CCNC(=O)c2cccc(-n3cnnn3)c2)cc1,-8%,-10%,-9,37%[activator],/,-3%,/,/,-14%
CC(C)CC(NS(=O)(=O)OCC(Cl)(Cl)Cl)c1ccccc1 (stereo not given),-23%,-13%,/,24%,-2%,0%,?,-17%,-16%
O=C(Nc1ccccc1N(C(=O)c1ccco1)S(=O)(=O)c1cccs1)c1ccco1,0%,-19%,1,7%,3%,-2%,-18%,0%,-4%
Cc1nn(CC(=O)NCCCN2C(C)CCCC2C)c(=O)c2cc3occc3n12 (stereo not given),25%,-18%,5,23%,33%,-3%,1%,-6%,8%
Cc1ccc(C(=O)C[n+]2cccc3cc(C)ccc32)cc1,3%,-17%,-1,118%[activator],34%,1%,-18%,4%,-6%
CCOC(=O)Cn1c(-c2ccc(Cl)nc2)nc2ccccc21,4%,-10%,-27,-3%,-2%,i,-11%,1%,-3%
COc1ccccc1NS(=O)(=O)c1cccc(C(=O)NCc2ccco2)c1,-5%,-17%,-7,123%[activator],?,-1%,-12%,1%,-12%
Cc1ccc2onc(CNC(=O)NCc3ccccc3)c2c1,/,-21%,-33,29%,11%,2%,2%,0%,-16%
CCN(CC)S(=O)(=O)c1ccc2c(c1)N(CC(=O)Nc1ccc(F)cc1F)C(=O)C1CCCN21 (stereo not given),/,-3%,-5,5%,20%,-4%,-19%,0%,1%
O=C(CCCCn1c(=O)c2ccccc2n(CC(=O)Nc2ccc(F)cc2F)c1=O)NCc1ccccc1Cl,/,4%,/,0%,2%,-3%,-8%,-6%,1%
COc1ccc(C2OCC3(CO2)SC(N)=NC3=O)cc1 (stereo not given),18%,-10%,3,18%,0%,-2%,-4%,-1%,-4%
COc1ccc(-c2ccc3c(c2)[C@@H]2C[C@H](N(C)S(=O)(=O)c4ccccc4)[C@H]([C@H](C)O)C(=O)N2CC3)cc1,/,-23%,/,-4%,/,-5%,/,/,3%
COc1cc(OC)cc(C(=O)OCC(=O)N2CCCC2)c1,66%[activator],-17%,6,22%,24%,i,-6%,-2%,-1%
CCCn1c(C)nc2c(c1=O)c1nc3ccccc3nc1n2-c1ccccc1,/,-7%,-3,16%,/,-6%,/,/,3%
COc1ccc(OC)c(NC(=S)N2CCN(C(=O)C3CCCO3)CC2)c1 (stereo not given),7%,-14%,-1,-6%,0%,0%,-4%,0%,-13%
CCOc1ccccc1C(=O)N(Cc1ccccc1)Cc1cc2cc3c(cc2[nH]c1=O)OCCO3,/,-4%,13,19%,/,/,/,/,1%
CCOC(=O)N1CCN(S(=O)(=O)c2ccc3c(c2)SC(C)C(=O)N3)CC1 (stereo not given),6%,-13%,-3,10%,24%,-10%,1%,5%,-4%
COc1cc(/C=C/C(=O)OCC(=O)c2c(N)n(C)c(=O)n(C)c2=O)ccc1O,2%,3%,2,9%,5%,3%,-7%,1%,-10%
CC(C)(C)OC(=O)N1CCC(CNC(=O)c2ccccc2)CC1,1%,6%,-2,10%,41%,-5%,-9%,-2%,-7%
CN(C)S(=O)(=O)c1ccc(C(=O)NCc2cccs2)cc1,-1%,-9%,-32,-2%,1%,4%,-8%,0%,-5%
Cc1cnccc1NC(=O)c1cccs1,1%,-16%,-3,-8%,-20%,0%,-14%,2%,-10%
CCc1nnc(NC(=O)CN2CCN(Cc3cccc(F)c3)CC2)s1,52%[activator],5%,7,?,5%,5%,-9%,-8%,-4%
Cn1c(NNC(=O)C(c2ccccc2)c2ccccc2)cc(=O)n(C)c1=O,-1%,-21%,-13,102%[activator],-14%,2%,-11%,-7%,3%
CCOc1cc(NC(=S)Nc2cccc(OC)c2)c(OCC)cc1NC(=O)C(C)C,?,-10%,4,12%,72%,0%,-9%,-1%,-14%
C/C(=N/NS(=O)(=O)c1ccc(C)cc1)c1c(O)c2ccccc2oc1=O,4%,-21%,-15,2%,8%,5%,0%,-3%,-6%
O=C(O)CS(=O)(=O)c1ccc(Oc2ccc(S(=O)(=O)CC(=O)O)cc2)cc1,-9%,-17%,-7,59%[activator],-37%,0%,-7%,1%,-15%
O=C(NCCCn1ccnc1)c1ccc(S(=O)(=O)Nc2ccccc2)cc1,2%,-8%,4,15%,-11%,i,-10%,-10%,2%
Cc1nc(SCC(=O)NCCc2ccccc2)c2c(=O)n(C)c(=O)n(C)c2n1,-8%,-17%,-9,-9%,22%,-1%,-6%,-1%,-1%
CC(C)CC(NC(=O)C1CCCN1C(=O)[C@@H](C)NC(=O)OCc1ccccc1)C(=O)NCC(N)=O (stereo not given in full),54%[activator],-11%,10,?,-7%,/,4%,2%,-13%
Cc1nnc(N2CCCC(C(=O)Nc3ccccc3C(F)(F)F)C2)c2nn(-c3ccccc3)c(C)c12 (stereo not given),/,-2%,-23,12%,?,10%,-17%,56%[activator],-15%
CCCCN(C(=O)c1c(CC)noc1C)c1c(N)n(CCC)c(=O)[nH]c1=O,6%,-17%,-9,27%,/,-4%,/,/,-16%
CC(C)c1cc(CN2C(C)COCC2C)cc(C(C)C)c1O (stereo not given),/,-11%,-4,-5%,/,i,/,/,-10%

Compound activity deposited in PubChem by National Center for Advancing Translational Sciences (NCATS).
